FBA Mtb inh: Mtb fructose-bisphosphate aldolase inhibition; purified M. tuberculosis FBA, fluorescence read-out; AID 588726; 2.3% of 360,000 active; inhibition, % at 1 µM; P9WQA3; in the data active = inhibition above about 27%;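 note: 0% = vehicle and 100% = reference inhibitor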
Target sequence (P9WQA3 whole entry, looked up): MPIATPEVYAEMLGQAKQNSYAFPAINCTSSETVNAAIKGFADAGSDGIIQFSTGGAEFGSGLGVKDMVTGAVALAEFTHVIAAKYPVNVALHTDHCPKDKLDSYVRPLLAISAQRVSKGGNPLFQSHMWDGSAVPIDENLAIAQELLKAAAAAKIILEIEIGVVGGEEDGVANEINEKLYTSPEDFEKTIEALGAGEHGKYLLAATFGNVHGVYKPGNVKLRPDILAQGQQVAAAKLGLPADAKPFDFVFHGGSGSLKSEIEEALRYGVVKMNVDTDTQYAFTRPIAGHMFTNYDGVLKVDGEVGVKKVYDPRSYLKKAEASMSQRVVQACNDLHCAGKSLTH
BoNT A protease: inhibitors of Botulinum neurotoxin A light chain protease; inhibition, % at 10 µM; AID 588499; multiplex microsphere protease substrate cleavage, flow cytometry; 0.17% of 360,000 active; in the data active = inhibition above about 30%; inconclusive = no clear call, values can overlap the other calls; note: plate controls were buffer without enzyme for full effect and enzyme alone for no effect
FadD28 FP inh: blocks FadD28 binding to the bisubstrate probe. fluorescence polarization. 0.22% of 360,000 active. inhibition, % at 12.5 µM. AID 588549; in the data active = inhibition above about 8.5%, passing the limit was not always enough; inconclusive = no clear call, values can overlap the other calls
Mtb UGM inh: Mtb UDP-galactopyranose mutase inhibition. AID 504406. P9WIQ1. inhibition, % at 10 µM. 0.06% of 320,000 active. purified UGM, fluorescence polarization probe displacement; in the data active = inhibition above about 10%, passing the limit was not always enough; inconclusive = no clear call, values can overlap the other calls
Target sequence (P9WIQ1 whole entry, looked up): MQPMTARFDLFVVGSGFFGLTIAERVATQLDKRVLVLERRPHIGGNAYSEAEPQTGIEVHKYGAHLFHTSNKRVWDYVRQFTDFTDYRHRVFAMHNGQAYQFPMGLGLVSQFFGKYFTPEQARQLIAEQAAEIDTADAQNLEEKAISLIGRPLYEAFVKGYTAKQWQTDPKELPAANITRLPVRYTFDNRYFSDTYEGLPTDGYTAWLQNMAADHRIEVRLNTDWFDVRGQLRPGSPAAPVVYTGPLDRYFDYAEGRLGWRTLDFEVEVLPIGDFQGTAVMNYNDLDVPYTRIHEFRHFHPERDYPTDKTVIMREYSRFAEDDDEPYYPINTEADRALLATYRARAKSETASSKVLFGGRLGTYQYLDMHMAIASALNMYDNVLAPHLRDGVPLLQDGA
PrPC TRFRET: inhibitors of human cell surface prion protein PrPC. P04156. TR-FRET read-out. inhibition, % at 13.8 µM. 0.43% of 370,000 active. AID 720596; in the data active = inhibition above about 24%; note: 0% = median of the test wells and 100% = reference compound wells
BoNT-F LC inh: BoNT F light chain protease inhibition; Multiplex microsphere protease cleavage assay, flow cytometry; inhibition, % at 10 µM; 0.22% of 360,000 active; AID 588497; in the data active = inhibition above about 35%, passing the limit was not always enough; inconclusive = no clear call, values can overlap the other calls; note: plate controls were buffer without enzyme for full effect and enzyme alone for no effect
CCHFV vOTU inh: blocks the CCHF virus ovarian tumor domain protease; CCHFV vOTU protease, Pep-AMC fluorescence; inhibition, % at 11.5 µM; 0.55% of 370,000 active; AID 651958; note: 0% = vehicle wells with enzyme and 100% = no enzyme wells
BioA inh: blocks M. tuberculosis BioA enzyme activity; purified M. tuberculosis BioA enzyme, plate reader; inhibition, % at 9.99 µM; 0.096% of 360,000 active; AID 602481; in the data active = inhibition above about 40%; inconclusive = no clear call, values can overlap the other calls
GDH-TPI counter: inhibits GDH-TPI coupling enzymes, artifact for Mtb FBA screen | GDH-TPI coupled enzyme counterscreen, NADH absorbance | inhibition, % at 4.8 µM | 1.2% of 360,000 active | AID 588335;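 note: 0% = DMSO wells and 100% = wells lacking the enzyme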
The depositor's hits bear a star; ? = inconclusive; . = no result given; + = active, no number; & = joins results of further samples. Cut-off read from the data, not from the text of the source, unless noted: active = inhibition above about 30%; inactive = the rest. An unsorted share of the library; any-hit rate near 4.8%.

SMILES	FBA Mtb inh	BoNT A protease	FadD28 FP inh	Mtb UGM inh	PrPC TRFRET	BoNT-F LC inh	CCHFV vOTU inh	BioA inh	GDH-TPI counter
CC(=O)N1c2ccc(S(=O)(=O)N3CCCC(C(=O)N4CCCC(C)C4)C3)cc2CC1C (configuration not stated)	-2.0	-0.7	-3.2	1.9	4.1	0.9	11.1	-0.1	9.4
COC(=O)c1ccccc1NC(=S)NC(NC(=O)c1ccccc1[N+](=O)[O-])C(Cl)(Cl)Cl (configuration not stated)	6.6	-1.3	-3.6	-3.2	-0.8	6.3	-5.3	-0.4	15.0
C#CCOCCOCCOCCNc1nc(N2CCN(C(=O)Cn3cc(CCCN=C(N)N)nn3)CC2)nc(N2CCN(C(=O)[C@H](C(C)C)n3cc(CCO)nn3)CC2)n1	0.7	-1.6	-1.6	1.0	-4.8	-11.9	1.2	0.0	1.7
CCOC(=O)c1c(NC(=O)c2ccc(S(=O)(=O)N(C)CC3CCCO3)cc2)sc2c1CCN(C)C2 (configuration not stated)	-3.5	-0.6	-4.1	-0.8	-17.2	-1.8	3.7	-2.5	15.0
C/C(CC(=O)Nc1ccc2c(c1)OCO2)=N\NC(=O)OC(C)(C)C	2.2	5.0	-1.5	0.5	6.1	42.2*	-4.9	.	-4.5
O=c1oc2ccccc2c2c1SC(C(F)(F)F)C2 (configuration not stated)	+	-0.7	-5.3	-1.8	-7.5	-0.9	-130.2	-2.8	12.0
CCC1=Nc2cc(C(=O)O)ccc2Sc2ccccc21	-0.8	0.0	-2.1	-2.2	-3.5	1.1	1.7	2.2	6.8
O=C(Nc1ccc2nc3n(c(=O)c2c1)CCCC3)c1ccccc1[N+](=O)[O-]	0.4	-0.8	-0.2	0.6	-27.7	-8.8	-3.5	.	10.0
COC(=O)c1c(C(=O)OC)n(CCCN)c2ccc(C)cc12	98.4*	0.6	-1.1	-1.0	-4.1	-2.5	-42.4	0.1	1.2
CC(=O)Nc1ccc(CNc2nc3cc(-c4ccsc4)sc3c(=O)n2C)cc1	2.4	0.0	-12.6	.	4.1	0.6	0.7	-0.6	11.9
O=C(CCNC(=O)c1ccccc1Cl)Nc1nc2ccccc2[nH]1	-0.4	0.0	-1.3	0.8	-4.5	10.0	3.1	-0.3	-2.2
Cc1ccc2[nH]c3c(c2c1)CN(C(=O)CN1C[C@H]2C[C@@H](C1)c1cccc(=O)n1C2)CC3	2.9	-1.6	-0.2	2.4	-11.2	0.6	0.4	-2.5	-9.8
Brc1cccc(-c2nnc(SCc3ccon3)n2-c2ccccc2)c1	1.9	-0.5	-1.6	-3.9	1.6	0.8	-0.5	20.5	-3.0
C=CCn1c(=O)c2ccc(C(=O)NCc3ccccc3)cc2n(Cc2ccc(C)cc2)c1=O	1.7	0.0	-0.5	-0.5	10.3	-4.6	6.7	-2.2	5.3
Cc1cc(C(C)(C)C)oc1C(=O)N(CC(=O)NC1CCCC1)c1ccc(F)cc1	-1.1	-0.2	-2.3	3.5	13.4	-1.9	20.1	1.5	5.6

Some entries already given, showing only BoNT-F LC inh:
structure | BoNT-F LC inh
O=C(Nc1ccc2nc3n(c(=O)c2c1)CCCC3)c1ccccc1[N+](=O)[O-] | -8.8
COC(=O)c1c(C(=O)OC)n(CCCN)c2ccc(C)cc12 | -2.5
CC(=O)Nc1ccc(CNc2nc3cc(-c4ccsc4)sc3c(=O)n2C)cc1 | 0.6
O=C(CCNC(=O)c1ccccc1Cl)Nc1nc2ccccc2[nH]1 | 10.0

Next records:
SMILES	FBA Mtb inh	BoNT A protease	FadD28 FP inh	Mtb UGM inh	PrPC TRFRET	BoNT-F LC inh	CCHFV vOTU inh	BioA inh	GDH-TPI counter
O=C(c1cc(COc2ccc(F)cc2Cl)on1)N1CCN(C2CCCC2)CC1	2.9	0.1	0.6	0.9	-6.3	-14.3	16.5	-1.5	2.8
C=CCn1c(SCC(=O)NC(N)=O)nnc1-c1cc2c(s1)CCC(CC)C2 (configuration not stated)	6.3	-0.1	-1.2	0.5	-22.9	-5.6	22.1	.	9.2
COc1ccc(C(=O)OCc2ccccc2C#N)cc1S(=O)(=O)N1CCOCC1	-0.3	-0.5	-1.1	.	1.5	-0.3	-3.5	0.6	3.5
CC(=O)Nc1cc(-c2ccc(CO)cc2)cn2c(-c3ccc(F)c(Cl)c3)cnc12	6.2	-0.3	-1.6	.	-7.2	-5.2	14.9	0.8	-0.9
CC(C)(O)C#Cc1ccc(C(=O)N2CCC(CCC(=O)NC3CC3)CC2)cc1	0.0	-164.1	-3.3	-1.2	3.4	-243.3	0.5	-2.4	-2.1
O=C(CCCCCNC(=O)c1ccccc1)N/N=C/c1ccccc1O	1.8	-0.3	-1.2	3.2	-2.2	-1.1	-0.1	.	-2.2
C=CC[C@H](CC(=O)N[C@H](CO)Cc1ccccc1)C(=O)N[C@@H](COC(=O)[C@@H](CC=C)Cc1ccc(F)cc1)Cc1c[nH]c2ccccc12	-0.4	-0.2	-3.2	-0.6	4.0	-1.8	8.7	-1.7	16.6
Cc1ccsc1C(=O)OCc1nc2ccccc2c(=O)[nH]1	1.0	9.0	0.4	-0.8	2.1	10.2	4.6	-3.2	4.3
CN(C)CCNC(C(=O)Nc1cccc(C(F)(F)F)c1)c1ccccc1 (configuration not stated)	7.3	1.1	-0.5	-2.0	-7.1	-9.6	-0.4	0.0	-0.6
CC(C)OC(=O)CC(=O)CSc1nc2c(cc1C#N)CCCC2	19.4	0.9	0.1	-3.0	12.5	6.1	-6.7	5.9	16.0
N#C/C(=C\c1ccc[nH]1)C(=O)c1ccccc1	-4.3	-0.6	-2.8	1.3	-2.5	?	2.8	-0.1	15.8
CCN(c1ccccc1)c1cc(C)nc2nc(C)nn12	4.6	-0.2	-1.5	3.9	1.9	-0.6	8.5	10.9	17.8
Cn1c(=O)c2c(nc(SCC(=O)NCc3ccco3)n2C)n(C)c1=O	2.4	?	0.3	0.7	7.0	-15.3	2.8	6.3	15.0
CCN(CC)C(=O)C1CCCN(C(=O)Nc2ccccc2)C1 (configuration not stated)	0.1	0.2	0.5	0.0	-1.9	2.3	-16.1	-2.0	1.4
CCOc1ccc(C(NC(C)=O)c2ccc(OC)c(OC)c2)cc1 (configuration not stated)	-3.6	-0.5	-0.4	1.2	0.1	-0.2	-10.2	-4.0	-1.2
COc1ccc(-c2csc(-c3cc4ccccc4oc3=N)n2)cc1	7.5	39.4*	0.7	0.6	6.2	3.7	8.3	.	6.2
CCOc1ccc(-n2c(COc3ccc(C)cc3)nnc2SCC(N)=O)cc1	-2.1	0.5	1.0	3.3	4.8	-9.1	-4.0	8.1	14.4
COc1ccc(C(=O)/C=C/Nc2cccc(C)n2)cc1OC	7.7	0.1	-1.4	-1.1	-9.6	-4.5	-7.1	0.3	4.4
Cc1ccc(NC(=O)COc2ccc(Br)cc2CO)cc1	-2.9	-5.3	-1.8	3.8	7.0	-7.9	-0.5	.	-6.3
COc1ccc(S(=O)(=O)Nc2ccc(C)cc2)cc1N(C)S(=O)(=O)c1ccc(Cl)cc1	-0.1	0.3	-0.9	2.0	24.7*	-4.6	19.8	.	6.2
O=C(COC(=O)C1CC1)Nc1ccc(S(=O)(=O)N2CCOCC2)cc1	1.1	0.5	0.1	0.1	-1.6	2.2	15.0	-1.1	7.3
Cc1ccc(CN2CCN(Cc3cn(C)nc3-c3ccccc3)CC2CCO)o1 (configuration not stated)	-0.3	-0.9	-0.4	-1.9	-1.5	1.3	-12.8	.	3.9
Cc1ccc(NC(=O)CNC2CCS(=O)(=O)C2)cc1C (configuration not stated)	-3.4	-0.1	-4.5	.	-6.2	-1.4	-7.6	.	-5.3
Cc1cc(C)c2c(n1)sc1c(N3CCN(C)CC3)ncnc12	1.6	0.7	-1.2	-0.2	-3.0	2.4	9.6	.	9.6
CCN1C(=O)[C@H]2[C@H]3CN=C(SCc4ccccc4)N3[C@@](Cc3ccccc3)(C(=O)OC)[C@H]2C1=O	5.2	0.1	-0.5	.	0.9	1.1	1.2	0.9	14.6
c1cc2c(cc1[C@H]1OC[C@H]3[C@@H]1CO[C@H]3c1ccc3c(c1)OCO3)OCO2	1.6	0.1	-1.3	.	-1.4	-7.2	4.8	-0.9	12.9
CC1CCN(C(=O)CSc2ccc(-c3ccccc3)nn2)CC1	-0.3	-0.6	-2.1	1.9	2.1	-3.0	-12.1	.	-3.4
CCOC(=O)c1c(C)n(S(=O)(=O)c2ccc(C)cc2)c2ccc(O)c(C(=O)O)c12	-1.7	1.2	-15.7	0.0	-1.2	10.8	11.8	9.4	-6.2
Cc1ccc(CC(=O)CCc2ccccc2)cc1	1.3	0.0	0.8	0.3	-5.4	-3.5	-1.8	-0.1	-4.1
C=CCN1C(c2cccc(C(F)(F)F)c2)=CS/C1=C(/C#N)c1nnc(N2CCOCC2)n1-c1ccccc1	0.3	0.0	-1.4	-4.4	-0.3	-1.3	11.8	-2.8	18.6

Whole records, quoted from the list. Order of screens: FBA Mtb inh | BoNT A protease | FadD28 FP inh | Mtb UGM inh | PrPC TRFRET | BoNT-F LC inh | CCHFV vOTU inh | BioA inh | GDH-TPI counter
CC1CCN(C(=O)CSc2ccc(-c3ccccc3)nn2)CC1 as listed: -0.3 | -0.6 | -2.1 | 1.9 | 2.1 | -3.0 | -12.1 | . | -3.4
Cc1ccc(CN2CCN(Cc3cn(C)nc3-c3ccccc3)CC2CCO)o1 (configuration not stated) as listed: -0.3 | -0.9 | -0.4 | -1.9 | -1.5 | 1.3 | -12.8 | . | 3.9

Additional records follow:
SMILES	FBA Mtb inh	BoNT A protease	FadD28 FP inh	Mtb UGM inh	PrPC TRFRET	BoNT-F LC inh	CCHFV vOTU inh	BioA inh	GDH-TPI counter
O=C(CCCN1C(=O)[C@H]2CC=CC[C@H]2C1=O)NCc1nc(-c2ccccc2)no1	4.3	1.3	-2.5	0.5	-2.0	7.7	9.1	-1.5	6.6
CCN(CC)c1ncnc2c1sc1nc(C)cc(C)c12	-0.9	0.5	-8.6	2.6	1.8	4.6	-8.5	3.4	-7.1
COc1ccc(C(=O)Nc2ccc(S(=O)(=O)N3CCN(C)CC3)cc2)cc1	0.0	0.1	-4.7	-0.9	7.0	-6.8	-1.6	.	-0.4
COc1cccc(CNC(=O)C2CC(=O)N(C3CCCCCCC3)C2)c1 (configuration not stated)	-0.8	-0.2	-4.3	-0.8	5.9	2.8	-10.8	-1.9	-2.6
Cn1c(=O)c2[nH]c(CCCCCCCc3nc4ccccc4[nH]3)nc2n(C)c1=O	1.9	0.5	0.0	.	-4.0	-8.5	-10.1	.	1.8
O=C(NCc1ccco1)c1ccc(C(F)(F)F)cc1	-1.4	0.1	0.0	-0.6	-2.1	-0.5	-3.6	-2.6	1.3
Cc1cccc(C)c1OCCOCCN1CCN(C)CC1	3.1&1.6	0.1&1.1	-1.3&-0.8	-0.5	-4.0&-3.5	-3.8&-12.1	12.1&-0.9	-2.1	0.5&9.8
CC1CN(Cc2ccccc2)c2nc3c(c(=O)[nH]c(=O)n3C)n2C1 (configuration not stated)	2.0	-0.7	-2.0	-2.6	2.3	-2.7	3.4	.	-1.9
COc1ccc2c(c1)CO[C@]21O[C@H](CCO)C[C@H](O)[C@H]1O	0.2	0.1	-1.2	.	5.4	4.8	16.9	2.9	.
O=C(Nc1ccc(Br)cc1)C1CC(O)CN1C(=O)OCc1ccccc1 (configuration not stated)	-3.9	-0.7	-0.4	-0.8	7.7	0.2	0.9	-0.6	-3.8

Bioassay records from PubChem BioAssay.
